Screening results as filed in PubChem BioAssay.
EPAC1 ag: agonists of human EPAC1; EPAC1 agonist qHTS, biochemical assay; response scale: 100% = response to 6.5 mM cAMP; Potency, µM (highest dose often 154 µM), inactives show at the highest dose activation, usual class: activators; AID 720707; 0.073% of 360,000 active; note: potency is the fitted concentration of half-maximal effect; nearly all actives have a fitted effect of over 60% in size
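Fluorescent GDP-exchange assay: 100 nM EPAC1 with 250 nM Rap1B preloaded with BODIPY-GDP and 50 uM GDP; compounds tested as concentration series, 5 min at room temperature, then read every 5 min for 30 min (ex 480/em 540 nm); normalized to 6.5 mM cAMP.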
CCT chaperon mod: modulators of cytosolic chaperonin (CCT/TRiC) activity; purified chaperonin ATPase assay, HTRF ADP detection, 30 min; activity change, % (test concentration not listed), hits read low; 0.3% of 360,000 active; AID 651819; in the data active = activity change below about -30%; note: % is set by controls: 0 for no effect and ±100 for the full control effect
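We incubate TRiC, 40 or 20 nM final, with library compounds at 76 uM and 10 uM ATP for 30 min at 37 °C. ADP formed is detected with Transcreener HTRF reagents after 30 min at room temperature.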
EPAC1 antag: EPAC1 (human) antagonism. EPAC1 GEF assay, Rap1b-BODIPY-GDP exchange fluorescence. 0.14% of 360,000 active. AID 720709. Potency, µM (highest dose often 115 µM), for the others: top-dose activity change, negative = inhibition, hits mostly inhibitors;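 note: potency is the fitted concentration of half-maximal effect; plate controls were vehicle for no effect and positive control for full effect; nearly all actives have a fitted effect of over 50% in size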
EPAC2 antag: blocks human EPAC2 exchange factor | 0.18% of 360,000 active | AID 720708 | EPAC2 GEF exchange of Rap1B-BODIPY-GDP, fluorescence | Potency, µM (doses to about 114 µM), for the others: at the top dose activity, negative = inhibition, usual class: inhibitors | Q8WZA2; note: potency is the fitted concentration of half-maximal effect; % is set by controls: 0 for no effect and ±100 for the full control effect; nearly all actives have a fitted effect of over 45% in size; many of its hits are not listed in these tables
Target sequence (Q8WZA2 whole entry, looked up): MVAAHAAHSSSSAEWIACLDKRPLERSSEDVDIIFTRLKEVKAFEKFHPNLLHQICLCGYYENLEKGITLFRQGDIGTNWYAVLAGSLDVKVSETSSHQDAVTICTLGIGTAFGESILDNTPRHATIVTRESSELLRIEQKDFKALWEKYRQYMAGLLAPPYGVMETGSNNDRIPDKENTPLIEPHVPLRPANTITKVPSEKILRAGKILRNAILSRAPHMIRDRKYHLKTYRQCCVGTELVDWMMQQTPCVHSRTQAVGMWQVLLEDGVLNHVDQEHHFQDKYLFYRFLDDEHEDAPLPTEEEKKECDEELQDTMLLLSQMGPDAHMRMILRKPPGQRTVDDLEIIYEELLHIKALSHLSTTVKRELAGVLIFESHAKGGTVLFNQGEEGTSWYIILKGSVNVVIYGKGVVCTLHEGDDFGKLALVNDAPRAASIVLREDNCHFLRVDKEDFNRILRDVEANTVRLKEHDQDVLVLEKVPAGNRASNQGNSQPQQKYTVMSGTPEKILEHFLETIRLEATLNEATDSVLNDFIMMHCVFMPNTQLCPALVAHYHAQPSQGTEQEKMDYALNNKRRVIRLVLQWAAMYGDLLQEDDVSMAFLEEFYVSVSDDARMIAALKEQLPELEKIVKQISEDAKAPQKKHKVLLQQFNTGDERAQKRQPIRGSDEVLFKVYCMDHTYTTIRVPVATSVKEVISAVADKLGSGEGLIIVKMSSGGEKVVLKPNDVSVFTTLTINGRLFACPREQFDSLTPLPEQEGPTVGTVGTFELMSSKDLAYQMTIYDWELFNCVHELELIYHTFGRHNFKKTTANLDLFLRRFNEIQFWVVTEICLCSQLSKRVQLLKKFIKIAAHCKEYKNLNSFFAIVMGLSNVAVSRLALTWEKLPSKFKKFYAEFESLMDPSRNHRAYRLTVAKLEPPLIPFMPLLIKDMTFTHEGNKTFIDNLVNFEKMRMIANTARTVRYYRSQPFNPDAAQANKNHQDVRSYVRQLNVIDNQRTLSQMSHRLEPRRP
PI5P4K alpha inh: inhibitors of human PI5P4K alpha; PI5P4Kalpha enzyme, ADP-Glo luminescence, 60 min; hits give low values; max response, %; 1.2% of 330,000 active; active = max response of -50% or lower; inconclusive = between -30% and -50%; inactive = -30% or higher; note: value at the top dose of about 77 µM; % is set by controls: 0 for no effect and ±100 for the full control effect
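Quantitative HTS of the MLSMR library against PI5P4Kalpha with substrate. ATP added last at 5 microM final; room temperature, 60 minutes. Remaining ATP depleted, ADP converted and read as luminescence.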
MmCpn inh: inhibitors of Methanococcus maripaludis chaperonin (MmCpn); purified Mm-Cpn ATPase, ADP Transcreener TR-FRET; Potency, µM (doses to about 76.9 µM), without a hit: top-dose activity, negative = inhibition, actives largely listed as inhibitors; 0.031% of 330,000 active; note: potency is the fitted concentration of half-maximal effect; % is set by controls: 0 for no effect and ±100 for the full control effect; nearly all actives have a fitted effect of over 80% in size
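Compound-treated chaperonin, 25 nM final, turns over 10 uM ATP at 37°C for 30 min following a 10 min preincubation; ADP generated competes with ADP-d2 for Eu-cryptate antibody, lowering FRET.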
WRN helicase inh: WRN helicase (human) inhibition. Potency, µM (doses to about 114 µM), without a hit: top-dose activity change, negative = inhibition, hits mostly inhibitors. WRN helicase unwinding, fluorescent forked duplex, kinetic. 0.46% of 360,000 active; note: potency is the fitted concentration of half-maximal effect; % is set by controls: 0 for no effect and ±100 for the full control effect; nearly all actives have a fitted effect of over 55% in size
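Kinetic fluorescence helicase assay: unwinding of a quenched forked DNA duplex (100 nM final) with 2 mM ATP final raises red fluorescence (525/598 nm). Compounds sat 15 min at room temperature with 20 nM WRN beforehand.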
PLK1 PBD inh: blocks phosphopeptide binding to human PLK1 polo-box domain. Plk1 PBD binding of FITC phosphopeptide, fluorescence polarization. Potency, µM, for the others: max response, negative = inhibition, hits mostly inhibitors. 2.8% of 360,000 active; note: potency is the fitted concentration of half-maximal effect; series mostly up to about 57 µM; % is set by controls: 0 for no effect and ±100 for the full control effect; nearly all actives have a fitted effect of over 65% in size
Numbers without * were called inactive; ? = inconclusive; . = not tested or not shown; [ ] = remark or other dose. Unless noted, calls come from the whole dose curve; as a rule, active = well fitted curve in the direction sought with a large enough effect; inconclusive = small, poorly fitted or top-dose-only effect, or another doubt; inactive = no such curve, though single readings can be large; an effect the other way counts as inactive or inconclusive.

SMILES	EPAC1 ag	CCT chaperon mod	EPAC1 antag	EPAC2 antag	PI5P4K alpha inh	MmCpn inh	WRN helicase inh	PLK1 PBD inh
O=C(O)C1C2CCC(O2)C1C(=O)Nc1ccc(Cl)cc1 (centres undefined)	4%	2.0	0%	9%	-2	0%	-7%	-3%
O=c1[nH]c(=S)n(-c2ccccc2)c(O)c1C=NCCN1CCNCC1	5%	0.6	4%	6%	5	0%	1%	1%
CC12CCC3C(CCCC4CC(=O)CCC43C)C1CCC2O (centres undefined)	-7%	-0.6	9%	6%	1	.	2%	-2%
COc1ccc(NC(=O)N2Cc3ccccc3-n3nncc3C2)cc1	-20%	-2.4	-24%	9%	-4	.	-3%	-8%
Cc1ccc(CN2CCN(Cc3ccccc3)CC2)cc1	14%	-4.8	0%	1%	3	5%	2%	-16%
CC(C(=O)N1CCC2(CC1)OCCO2)C1Sc2ccccc2NC1=O (centres undefined)	-7%	-7.6	1%	1%	-6	?	1%	-6%
CN1CCN(C(=O)COc2ccc(S(=O)(=O)Nc3ccc(Cl)cc3)cc2)CC1	-1%	-0.8	6%	4%	-17	.	0%	-10%
Cc1cc(C(=O)OCC(=O)Nc2c(F)cccc2F)c(C)n1C1CC1	-2%	-0.7	0%	21%	4	1%	1%	-3%
COc1ccc(/C=C2\C(=N\O)C3CCN2CC3)cc1	-4%	-2.1	-2%	-2%	0	2%	1%	-3%
CCOC(=O)CC1c2ccccc2-n2nncc2CN1CC1CCCCC1 (centres undefined)	-8%	1.2	-8%	-18%	4	.	0%	2%
COc1ccc(O)c(CN2CCCC(C(=O)c3sccc3C)C2)c1 (centres undefined)	10%	-2.7	-13%	-10%	-11	1%	-6%	-11%
CN1CC(C(=O)c2ccc(Cl)cc2)C(c2ccc(N(C)C)cc2)C1 (centres undefined)	9%	3.0	-3%	-12%	4	-1%	-4%	-3%
CC(Cc1ccccc1)NC(=O)Cc1ccc([N+](=O)[O-])cc1 (centres undefined)	1%	-1.9	-10%	16%	-2	-2%	4%	3%
O=C(Nc1ccc(OC(=O)N2CCCCC2)cc1)N1CCOCC1	9%	-1.5	0%	5%	9	-3%	-2%	1%
c1ccc2sc(C3CCNCC3)nc2c1	-4%	-0.7	-15%	6%	-6	0%	-4%	-12%
Clc1ccc(C2NCCc3[nH]cnc32)cc1 (centres undefined)	11%	-3.3	-3%	1%	1	2%[15.4 µM]	-16%	1%
COc1ccccc1N1CCN(Cc2ccccc2Cl)CC1	13%	1.5	-4%	2%	.	1%	0%	0%
CC1(CCCc2ccc(N(CCCl)CCCl)cc2)NC(=O)NC1=O (centres undefined)	7%	-1.1	-4%	-10%	-2	.	-3%	-12%
CCCn1c(C(=O)c2ccccc2OC)nc2ccccc21	2%	-1.8	-5%	?	-1	1%	5%	5%
COC(=O)C1=C(c2ccc(OC)c(OC)c2)C[C@@H]2CC[C@H]1N2C(=O)NCc1cccc2ccccc12	1%	-1.2	-11%	3%	5	1%	-8%	2%
COc1ccc(C2NCc3ccccc3-n3cccc32)cc1 (centres undefined)	5%	-1.5	-10%	8%	-3	-1%	0%	2%
Cn1c(O)c(C(=NCCN2CCCCC2)c2ccccc2Cl)c(=O)n(C)c1=O	12%	-0.8	-6%	-1%	.	?	-1%	-18%
CS(=O)(=O)c1ccc(C2=C(CNC(=O)c3cccs3)[C@H]3CC[C@@H](C2)N3Cc2ccco2)cc1	0%	-1.0	12%	3%	4	.	-2%	-17%
O=c1c2ccccc2nc(-c2ccccc2)n1-n1cccc1	-1%	-0.4	10%	2%	2	1%	-4%	8%

Some of these compounds in order of length of the SMILES, highest first.
SMILES	EPAC1 ag	CCT chaperon mod	EPAC1 antag	EPAC2 antag	PI5P4K alpha inh	MmCpn inh	WRN helicase inh	PLK1 PBD inh
CS(=O)(=O)c1ccc(C2=C(CNC(=O)c3cccs3)[C@H]3CC[C@@H](C2)N3Cc2ccco2)cc1	0%	-1.0	12%	3%	4	.	-2%	-17%
CC(Cc1ccccc1)NC(=O)Cc1ccc([N+](=O)[O-])cc1 (centres undefined)	1%	-1.9	-10%	16%	-2	-2%	4%	3%
CC1(CCCc2ccc(N(CCCl)CCCl)cc2)NC(=O)NC1=O (centres undefined)	7%	-1.1	-4%	-10%	-2	.	-3%	-12%
O=C(Nc1ccc(OC(=O)N2CCCCC2)cc1)N1CCOCC1	9%	-1.5	0%	5%	9	-3%	-2%	1%
COc1ccccc1N1CCN(Cc2ccccc2Cl)CC1	13%	1.5	-4%	2%	.	1%	0%	0%

(continued)
SMILES	EPAC1 ag	CCT chaperon mod	EPAC1 antag	EPAC2 antag	PI5P4K alpha inh	MmCpn inh	WRN helicase inh	PLK1 PBD inh
C[C@@H]1C[C@@H]2O[C@H]2/C=C\C=C\C(=O)Cc2c(Cl)c(O)cc(O)c2C(=O)O1	5%	-0.6	?	-13%	-50*	.	-15%[11.6 µM]	-13%
O=P(Nc1cccnc1)(Oc1ccccc1Cl)Oc1ccccc1Cl	6%	-1.2	-14%	56µM*	15	-2%	-3%	-3%
CN1C(=O)NC(=O)/C(=C\c2ccc([N+](=O)[O-])o2)C1=O	4%	1.3	-3%	7%	-102*	-7%	25µM*	2.7µM*
O=C(Cc1ccccc1)OCCN1CCOCC1	0%	-1.2	-5%	7%	-6	0%	7%	-15%
COc1cc2c(c(OC)c1OC)-c1ccc(O)cc1[C@@H](NC(C)=O)CC2	-8%	-0.8	-10%	-4%	-5	2%	0%	-19%
O=C(C[N+]12CCC(CC1)C(OC(=O)c1ccccc1)C2)c1ccc([N+](=O)[O-])cc1 (centres undefined)	8%	-0.8	?	7%	2	1%	-6%	-7%
COc1ccc(N2C(=O)NC(=O)/C(=C\c3cn(CC(=O)N4CCOCC4)c4ccccc34)C2=O)c(OC)c1	-6%	-1.1	1%	10%	1	0%	-9%	11µM*
Cc1ccc(-n2c(-c3ccc([N+](=O)[O-])cc3)nc3ccccc3c2=O)cc1	13%	0.7	14%	-23%	-1	1%	-1%	-11%
Cc1nc2cc(C(F)(F)F)ccc2n1C1CCN(Cc2nnnn2Cc2ccc3c(c2)OCO3)CC1	6%	-0.8	-19%	-24%	18	0%	-6%	-16%
CCCCCCCCn1sccc1=O	.	-0.3	5%	29%	-77*	-1%	-4%	4.7µM*
CN1CCN(c2ccc(C=O)cc2)CC1	7%	-0.3	8%	-4%	0	1%	-18%	-7%
CC(C)(C)n1nnnc1C(c1ccnc2ccccc12)N1CCC2(CC1)C(=O)NCN2c1ccccc1 (centres undefined)	0%	-0.1	-1%	10%	7	.	-7%	-5%
C[C@@H]1CN([C@H](C)CO)C(=O)CCCn2nncc2CO[C@H]1CN(C)C(=O)Oc1ccccc1	-10%	0.9	-1%	11%	3	.	0%	2%
CC(C)c1ccccc1OCC(=O)N1CCCN(C)CC1	1%	0.9	-2%	-1%	0	2%	0%	-3%
CC(=O)OC(C)(C)/C=C/C(=O)C(C)(O)C1C(O)CC2(C)C3CC=C4C(CC(O)C(=O)C4(C)C)C3(C)C(=O)CC12C (centres undefined)	-9%	-3.9	1%	6%	1	.	0%	4%
O=C1CSC2(CN3CCC2CC3)N1 (centres undefined)	-7%	-1.2	6%	10%	9	1%	3%	4%
COC(=O)C(O)(c1ccc2c(c1)CCCN2)C(F)(F)F (centres undefined)	13%	-0.3	7%	1%	.	-2%	2%	-8%
COC(=O)C1=C(c2ccc(OCc3ccccc3)cc2)C[C@@H]2CC[C@H]1N2C(=O)NC1CCN(Cc2ccccc2)CC1	-2%	2.3	?	-16%	0	1%	-5%	5%
CCN1C(=O)C(=C2C=C(C)N(Cc3ccco3)C(C)=C2)C(=O)N(CC)C1=S	6%	0.4	2%	-7%	0	0%	-4%	-11%
O=C(COC(=O)Cc1ccccc1)Nc1ncc(Cl)cc1Cl	2%	1.3	-4%	-6%	3	0%	?	-13%
Brc1ccc2c(c1)CN(CC1CCCCC1)Cc1cnnn1-2	8%	0.8	-1%	-17%	2	.	-1%	-9%
COc1ccc(OC)c(C(O)C2CCCCN2)c1 (centres undefined)	-8%	-1.4	-2%	3%	-5	2%	-26%	-5%
CCCCn1c(O)c(C(CC)=NCc2ccc(F)cc2)c(=O)[nH]c1=O	16%	1.3	-5%	-5%	.	1%	-4%	-7%
Nc1cccc(SC2CC(=O)N(c3ccc(Cl)cc3C(=O)c3ccccc3)C2=O)c1 (centres undefined)	2%	-0.2	10%	-19%	2	.	-2%	?
Cc1cccc(-n2c(O)c(C=NCCN3CCNCC3)c(=O)[nH]c2=S)c1	3%	0.0	-5%	-1%	11	-3%	1%	-1%
CCCCn1c(O)c(C(C)=Nc2ccc3c(c2)CCC3)c(=O)[nH]c1=O	0%	-0.1	18%	-3%	5	3%	15%	-2%
Clc1cccc(CN2CCCCC2c2cccnc2)c1 (centres undefined)	0%	0.3	-5%	0%	.	-2%	-3%	-3%
COc1ccc(-c2n(-c3ccccn3)c3ccccc3[n+]2-c2ccccn2)cc1	-8%	-0.7	3%	-23%	0	-1%	1%	-1%
O[C@@H]1CCCN2CCc3c([nH]c4ccccc34)[C@H]12	-2%	-1.3	-11%	1%	-14	.	6%	-14%
O=C1C2C3CCC(O3)C2C(=O)N1c1cccc(F)c1 (centres undefined)	-9%	3.6	-3%	-26%	4	.	-3%	6%
O=c1[nH]c(=O)n(Cc2ccccc2)c(O)c1C=NCCN1CCOCC1	1%	-0.1	2%	5%	.	-1%	-5%	2%
O=C1/C(=C\c2cc3c(cc2Cl)OCO3)N2CCC1CC2	5%	-0.4	-15%	-3%	1	3%	-2%	-6%
CCOP(=O)(OCC)C(C)(C)NC(=O)C(Cl)(Cl)Cl	-6%	1.1	16%	20%	-2	0%	-11%	-18%
Cc1ccccc1CCNCc1cc2cccc(C)c2[nH]c1=O	5%	0.2	-27%	2%	6	0%	0%	-5%
CC(=O)Nc1ccccc1C(=O)OCc1ccc(C(=O)c2ccccc2)cc1	21%	-0.3	-4%	-12%	.	0%	-19%	-1%
COC(=O)C1=C(C(=O)OC)C2c3ccccc3C1c1ccccc12	1%	-4.1	-20%	-19%	-5	.	-9%	0%
CCC1(c2ccc(C)cc2)C(=O)NC(=S)NC1=O	5%	2.7	5%	1%	1	.	-1%[57.1 µM]	11%
O=C1NC(=O)N(c2ccccc2)C(=O)/C1=C/c1ccc(Sc2ccccc2)o1	8%	1.3	11%	3%	.	-7%	45µM*	?
COc1ccc(-n2nnnc2C(C2CC2)N2CCC3(CC2)C(=O)NCN3c2ccccc2)cc1 (centres undefined)	8%	-0.6	-1%	7%	3	.	8%	-8%
Cc1nc2ccc(Cl)cc2c(=O)n1-c1cccc(Cl)c1	0%	-3.1	-13%	-4%	3	-2%	-28%	-2%
CCOC(=O)c1cc2c(cn1)[C@H](CCO)NC2	-12%	1.7	6%	6%	-4	.	-13%[11.6 µM]	1%

Only part of the results is shown (hit frequency here may not be typical).
